Polio RdRp inh = inhibitors of poliovirus RNA polymerase binding and polymerization; P03300; poliovirus polymerase elongation, fluorescence polarization; stronger effect = lower value; % elongation, % (compound at 16.7 µg/mL); hit rate 0.66% among 150,000; AID 588519; in the data active = % elongation below about 90%; note: some results filed as inactive read as strong as hits
Target sequence (P03300 1749-2209 limits assumed): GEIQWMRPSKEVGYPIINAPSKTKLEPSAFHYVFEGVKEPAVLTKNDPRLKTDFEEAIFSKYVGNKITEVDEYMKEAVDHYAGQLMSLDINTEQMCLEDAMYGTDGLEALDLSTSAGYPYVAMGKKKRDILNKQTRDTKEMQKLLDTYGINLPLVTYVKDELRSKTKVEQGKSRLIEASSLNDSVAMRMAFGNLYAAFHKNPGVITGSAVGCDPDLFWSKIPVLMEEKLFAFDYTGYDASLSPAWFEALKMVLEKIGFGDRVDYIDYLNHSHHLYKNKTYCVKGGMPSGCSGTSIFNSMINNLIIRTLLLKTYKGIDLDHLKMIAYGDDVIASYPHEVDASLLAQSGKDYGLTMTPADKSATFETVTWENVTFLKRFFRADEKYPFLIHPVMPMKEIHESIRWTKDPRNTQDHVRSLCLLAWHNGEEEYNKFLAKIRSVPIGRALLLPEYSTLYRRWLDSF
Polio RdRp inh FP z-score = second read-out of Polio RdRp inh, no call of its own (marks repeat the call); z-score; measured here: FP z-score; hits read low
* marks the source's active call; other numbers are inactive results.

SMILES	Polio RdRp inh	Polio RdRp inh FP z-score
CCCOc1ccc(C2c3c(oc4ccccc4c3=O)C(=O)N2c2nc(C)c(C(=O)OCC)s2)cc1 (centres undefined)	104.0	0.1
Cc1nn(CCCC#N)c(=O)c2cc3sccc3n12	102.0	0.1
Cc1ccc(CN(Cc2cccnc2)C(=O)Nc2ccccc2)cc1	101.0	0.3
CCc1c(C)c2ccc3c(c2oc1=O)CN(Cc1ccccc1)CO3	100.0	-1.9
COc1ccc(C2=C(C)C(N3CCC(C(=O)Nc4cc(C)ccc4C)CC3)=NS2(=O)=O)cc1	109.0	0.3
O=C1Nc2ccccc2C1=Nc1ccc(-c2nnc3n2CCCCC3)cc1	104.0	0.1
CCOC(=O)c1c(-c2ccccc2)oc2ccc(OCc3ccccc3Br)cc12	108.0	0.4
Nc1nc(Cc2ccc(F)cc2F)no1	101.0	-0.4
CCc1nc(N2CCc3ccccc32)c2sc(=S)n(-c3ccccc3)c2n1	103.0	-0.2
CCCC1C2CN(Cc3ccccc3)CC=C2C(C#N)=C(N)C1(C#N)C#N (centres undefined)	76.0	-4.6
O=C(c1ccc(F)cc1)c1oc2ccccc2c1NC(=O)C1COc2ccccc2O1 (centres undefined)	100.0	-0.1
CC(c1ccccc1)n1cnc2c1C(=O)c1ccccc1C2=O (centres undefined)	100.0	-0.1
C[N+]1(C)C2CC(OC(=O)[C@@H](CO)c3ccccc3)CC1C1OC12 (some centres undefined)	102.0	0.7
COc1cc(Cl)c(NC(=O)C(NS(=O)(=O)c2cccs2)C(C)C)c(OC)c1 (centres undefined)	107.0	0.1
COC(=O)c1ccc(CC(=O)c2c(C)cc(O)cc2O)o1	105.0	1.2
CC(C)(C)C(=O)Nc1ccc2c(c1)OCO2	102.0	0.1
COc1ccc(N(C(=O)c2ccco2)C(C(=O)NC2CCCC2)c2cc(OC)c(OC)c(OC)c2)cc1 (centres undefined)	104.0	0.7
CCn1c(=O)c(=O)[nH]c2cc(C(=O)NCCCn3ccnc3)ccc21	100.0	-0.1
CCN1C(=O)/C(=C2/C=Cc3ccccc3N2CC)SC1=Nc1ccc(N2CCOCC2)cc1	98.0	-2.2
CCn1cc2nc(SCC(=O)Nc3ccccc3F)n(Cc3ccc(C)cc3)c(=O)c2n1	99.0	-1.7
Cc1cc(C)c2c(n1)sc1c(=O)oc(C)nc12	102.0	0.1
O=C(O)c1ccccc1C(=O)Nc1cccc(O)c1	100.0	-0.2
CC1CN(CCCOc2ccc(C(C)(C)C)cc2)CC(C)O1 (centres undefined)	99.0	-0.7
COc1cc(-c2ccno2)ccc1S(=O)(=O)N1CCN(c2ccc(F)cc2)CC1	113.0	1.2
CCOc1ccc(C(=O)Nc2ccc(-c3nc4cc(C)ccc4o3)cc2)cc1	111.0	1.2
O=C1CC(=O)Nc2cc(S(=O)(=O)N3CCOc4ccc(Cl)cc43)ccc2N1	113.0	1.5
Cc1cnc(N)c2c(=O)oc3ccccc3c12	101.0	0.1
COc1ccc(CNC(=O)CN(C(=O)c2ccc(N3CCCC3)nc2)c2ccccc2C)cc1	104.0	1
O=S(=O)(Nc1cccc(-c2ccc(N3CCOCC3)nn2)c1)c1ccccc1C(F)(F)F	106.0	0
CC(C)(C)c1cc(C(=O)Oc2cncc(Cl)c2)cc(C(=O)Oc2cncc(Cl)c2)c1	99.0	-1
Cc1nnc2c3ccccc3nc(Nc3cccc(C(F)(F)F)c3)n12	104.0	0.3
CCc1ccc(OCc2ccc(C(=O)OC)o2)cc1	100.0	-0.5
Cc1ccc(-c2nnn(CC(=O)N3CC(=O)Nc4ccccc43)n2)cc1	119.0	2.8
CC(C)NC(=O)NCc1c(F)cccc1Cl	106.0	0.5
O=C(NCC1OCCc2ccccc21)C1OCCc2ccccc21 (centres undefined)	100.0	-0.2
CCc1ncc(C(O)c2ccc(OC)cc2)n1C (centres undefined)	105.0	0.5
O=C(CCCCn1c(=O)c2ccccc2n(Cc2cccnc2)c1=O)NCc1ccc2c(c1)OCO2	101.0	0.1
Cc1cc(C)n(-c2nnc(Nc3cc(Cl)ccc3C)c3ccccc23)n1	101.0	-0.7
CC(C)OC(=O)C(C)Oc1ccc2c(=O)c(-c3ccccc3)coc2c1 (centres undefined)	98.0	-0.7
COc1ccc(-c2cc(C(=O)NCc3cccc(OC)c3)c3ccccc3n2)cc1	102.0	0.3
COc1ccc(CNC(=O)c2ccc(Cn3c(=O)c4cccn4c4cccnc43)cc2)c(OC)c1	109.0	0.5
O=C(Cn1cc(C(=O)c2ccccc2)c2ccccc21)Nc1ccc(Br)cc1	101.0	-0.6
CC(OC(=O)Cc1ccsc1)C(=O)Nc1ccc(Cl)cn1 (centres undefined)	103.0	0
CCOc1ccc(OCCSc2nc(C)cc(=O)[nH]2)cc1	104.0	0.9
Oc1c(C=Nc2ccc(Cl)cc2)[nH]c2ccccc12	69.0	-7.1
COc1ccc2c(c1)C(=O)CC(c1ccc3c(c1)OCCO3)O2 (centres undefined)	103.0	0.1
Cc1nnc(COc2ccc3ccccc3c2Br)o1	100.0	-0.6
CCCN1CCC(NCCc2ccc(Cl)cc2)CC1	101.0	0.1
S=c1[nH]nc(Cc2cccc3ccccc23)n1/N=C/c1ccco1	99.0	-0.4
Cc1cccc(-c2noc(-c3ccc(NCc4cccnc4)c([N+](=O)[O-])c3)n2)c1	107.0	-0.1
COc1ccc2ncc3c(-c4ccc(C)c(C)c4)nn(CC(=O)NC4CCCCC4)c3c2c1	106.0	0
Cc1ccccc1NS(=O)(=O)c1ccc2c(c1)n(C)c(=O)n2C	103.0	0.4
CC(O)c1cccc(NC(=O)C2C3C=CC(C3)C2C(=O)O)c1 (centres undefined)	98.0	-0.5
COc1ccc(Cl)cc1S(=O)(=O)Nc1ccc2c(c1)n(C)c(=O)n2C	103.0	-0.5
COc1ccc(Nc2nc3ccccc3nc2NS(=O)(=O)c2ccc(Cl)cc2)cc1OC	108.0	0.9
Cc1ccc(S(=O)(=O)Nc2cncc(C(=O)N3CCc4ccccc43)c2)cc1	99.0	-0.8
CCOc1ccc(NC(=O)CCc2c(C)nc3cc(-c4ccc(Cl)cc4)nn3c2C)cc1	103.0	-0.6
CCOC(=O)Cn1cnc2onc(-c3ccc(F)cc3)c2c1=O	106.0	-0.2
CC1(C)C(c2ccccc2)=NC(c2ccccc2)=[N+]1[O-]	100.0	0.1
Nc1ccccc1-c1nc2ccccc2s1	103.0	0.4

The results go on.
SMILES	Polio RdRp inh	Polio RdRp inh FP z-score
CC1=C(C(=O)Nc2ccccc2C)C(c2cccnc2)n2nc(SCc3ccccc3)nc2N1 (centres undefined)	100.0	-0.5
Fc1cccc2sc(NCc3ccccc3)nc12	101.0	-0.4
COc1ccc(CCNC(=O)CCCn2c(=O)c3ccccc3n(CC(=O)Nc3ccccc3C)c2=O)cc1OC	106.0	0
COc1ccc(CNCC(=O)O)cc1	104.0	0.8
CCCCn1c(CCC(=O)OCc2csc(-c3ccccc3)n2)nc2cc(S(=O)(=O)N3CCOCC3)ccc21	101.0	-0.1
O=C(C1=C2SC=C(c3ccc(Br)cc3)N2CC1)c1cncc(Br)c1	69.0	-3.4
CCn1c(SCC(=O)Nc2ccnn2C2CCCC2)nc2cc(S(N)(=O)=O)ccc21	97.0	-0.8
CCc1ccc(-n2c(N3CCC(C)CC3)nc3ccccc3c2=O)cc1	100.0	-0.6
CCC(C)n1nc(NC(C)=O)c2cc3cc(C)ccc3nc21 (centres undefined)	99.0	-0.9
CCc1cccc(-n2c(-c3ccco3)nc3c(cnn3-c3ccccc3Cl)c2=O)c1	102.0	0.1
O=C1Cc2cc(C(=O)CSc3nnc(-c4cccs4)n3CC3CCCO3)ccc2N1 (centres undefined)	107.0	0.4
CCOC(=O)c1c(COC(C)=O)n(C)c2cc(Br)c(OC)cc12	103.0	0
COc1ccc(NC(=O)CCCn2c(=S)[nH]c3ccccc3c2=O)cc1	98.0	-0.9
O=C1CC(c2nnc(Cc3ccc4c(c3)OCO4)o2)CN1c1ccccc1 (centres undefined)	99.0	-0.2
O=C(CCC1N=C2c3ccccc3N=C(SCc3ccccc3F)N2C1=O)NC1CCCCC1 (centres undefined)	100.0	-1.6

The last three records of the part before lead into the next.
SMILES	Polio RdRp inh	Polio RdRp inh FP z-score
COc1ccc(NC(=O)CCCn2c(=S)[nH]c3ccccc3c2=O)cc1	98.0	-0.9
O=C1CC(c2nnc(Cc3ccc4c(c3)OCO4)o2)CN1c1ccccc1 (centres undefined)	99.0	-0.2
O=C(CCC1N=C2c3ccccc3N=C(SCc3ccccc3F)N2C1=O)NC1CCCCC1 (centres undefined)	100.0	-1.6
CCOC(=O)c1sc(/S(C)=N/S(=O)(=O)c2cccc(Cl)c2)c2c1CCC=C2 (centres undefined)	105.0	0
Cc1ccc(C(=O)Nc2nncs2)cc1	101.0	0
CCOC(=O)c1cccc(Nc2nc(C)cc(C)n2)c1	99.0	-0.4
COc1ccc(OC)c(NC(=O)c2noc3c2CCCC3)c1	106.0	0.1
CC1SC(=S)N(c2ccccc2)C1=O (centres undefined)	97.0	-0.3
O=c1oc2ccc3ccccc3c2cc1-c1nnc(Nc2ccccc2)s1	110.0	1
CC1(C)CC(=O)C(C2C3=C(CC(C)(C)CC3=O)OC3=C2C(=O)CC(C)(C)C3)=C(O)C1	106.0	-0.1
COC(=O)c1ccc(NC(=O)Cc2ccc(F)cc2)cc1	99.0	-0.3
S=c1[nH]nc(CSc2nc(-c3ccccc3)cn2-c2ccccc2)n1-c1ccccc1	107.0	0.5
Cc1noc(C)c1COC(=O)/C=C/c1ccco1	104.0	0.2
COc1cccc2sc(=NC(=O)c3ccccc3)n(C)c12	101.0	0.1
CSc1ccc(CN(C)CC(=O)NC(=O)NC2CCCCC2)cc1	105.0	0.4
Cc1cc2oc(C(=O)Nc3sc4c(c3C(=O)NCc3ccccc3)CCCC4)cc(=O)c2cc1C	103.0	-0.9
O=C1CSC2=NCN(c3ccc(-c4ccccc4)cc3)CN12	104.0	0.4
S=C=NC12CC3CC(CC(C3)C1)C2	101.0	0

Filtered by structure: the compounds so far containing a COOH group
SMILES	Polio RdRp inh	Polio RdRp inh FP z-score
O=C(O)c1ccccc1C(=O)Nc1cccc(O)c1	100.0	-0.2
CC(O)c1cccc(NC(=O)C2C3C=CC(C3)C2C(=O)O)c1 (centres undefined)	98.0	-0.5
COc1ccc(CNCC(=O)O)cc1	104.0	0.8

Additional structures follow:
SMILES	Polio RdRp inh	Polio RdRp inh FP z-score
Cc1ccccc1-c1ccnc2[nH]n(-c3ccccc3)c(=O)c12	103.0	-0.6
Clc1ccc(-c2cc(-n3cnc4ccccc43)n[nH]2)cc1	102.0	0.1
COCCn1c(C)cc(/C=C(\C#N)C(=O)OCCN2C(=O)c3ccccc3C2=O)c1C	100.0	-0.4
COCC(C)n1c(C)cc(C2=NNC(=Nc3ccc(F)cc3F)SC2)c1C (centres undefined)	96.0	-0.8
CCc1nnsc1C(=O)Nc1cc(OC)ccc1OC	102.0	0.1
CCCCC1CC1C(=O)Nc1ccccc1C#N (centres undefined)	104.0	0.7
Cc1ccc(C2C(NC(=O)c3ccc(F)cc3)C([O-])=N/[N+]2=C\c2ccc(N(C)C)cc2)cc1 (centres undefined)	99.0	-0.8
N#CCCN1CCN(Cc2cc(-c3ccccc3)ccc2O)CC1	104.0	0.4
COc1ccc(CC(=O)Nc2ccc3c(c2)OCO3)cc1S(=O)(=O)N1CCOCC1	103.0	-0.1
Cn1c2ccccc2c2nnc(SCc3ccc(F)cc3Cl)nc21	106.0	0.3
COc1cc(C2=Nc3c(c(C)nn3-c3ccccc3)P(=O)(N3CCOCC3)O2)cc(OC)c1OC (centres undefined)	103.0	0.1
CCCn1c(-c2ccc(N)cc2)nc2ccccc21	102.0	-0.1
CCN(CC)C(=O)c1cc(-c2ccco2)nc2ccccc12	100.0	-0.8
Cc1onc(-c2ccccc2)c1N1C(=O)CCN(Cc2ccccc2)C1=O	101.0	-0.1
CN(C(=O)CSc1nc2ccccc2[nH]1)c1ccccc1	103.0	0.4

Whole records, quoted from the list. Order of values: Polio RdRp inh, Polio RdRp inh FP z-score
Profile of CCc1nnsc1C(=O)Nc1cc(OC)ccc1OC → 102.0, 0.1
Profile of Cc1ccc(C2C(NC(=O)c3ccc(F)cc3)C([O-])=N/[N+]2=C\c2ccc(N(C)C)cc2)cc1 (centres undefined) → 99.0, -0.8
Profile of COc1ccc(CC(=O)Nc2ccc3c(c2)OCO3)cc1S(=O)(=O)N1CCOCC1 → 103.0, -0.1

Next section
SMILES	Polio RdRp inh	Polio RdRp inh FP z-score
CCOc1ccc(C(=O)NCCn2cc(SCC(=O)NCCc3ccc(OC)c(OC)c3)c3ccccc32)cc1	107.0	0.5
CCOC(=O)Cn1c(=O)oc2cc(S(=O)(=O)N(CC(C)C)CC(C)C)ccc21	100.0	0
COC(=O)c1ccc2nc(C)ccc2c1	104.0	0.5
COC(=O)c1cccnc1NC(=S)NC1CCCCC1	101.0	0.3
CN(C)Cn1c(O)c(N=NC(=O)COc2ccc(Cl)cc2)c2ccccc21	100.0	-0.2
O=C(COC(=O)C1(CC(=O)N2CCOCC2)CCCC1)Nc1c(F)cccc1F	101.0	-0.2
Nc1cc(N)nc(SCC(=O)NCc2ccccc2)n1	99.0	-1.3
COc1ccccc1NC(=O)COc1ccccc1O	102.0	0.4
Cc1nc2ccc(C(=O)OCC(=O)C(C)(C)C)cc2nc1C	104.0	0.1
COc1ccc(-c2nc(C)c(CCNC(=O)C(=O)Nc3ccccc3C#N)s2)cc1OC	109.0	0.4
CC1=[N+]([O-])C(N2CCOCC2)C(O)(c2ccccc2)C1 (centres undefined)	103.0	0.3
CCCCNS(=O)(=O)c1ccc(S(=O)(=O)n2cnc3ccccc32)cc1	101.0	-0.5
CCOC(=O)c1cnn(-c2ccc(C(=O)Nc3ccc(C(C)=O)cc3)cc2)c1N	107.0	0
CCOC(=O)c1sc2nc(NC(=O)c3cccs3)sc2c1C	100.0	-0.3
COc1ccc(CNC(=O)C2CCN(S(=O)(=O)c3cn(C)cn3)CC2)cc1	112.0	1.3
COc1ccccc1N1CCN(C(CNC(=O)C(=O)NCc2cccnc2)c2cccnc2)CC1 (centres undefined)	106.0	-0.6
CCN(Cc1ccccc1)C(=O)Cn1c(=O)n(-c2ccc(Cl)c(Cl)c2)c(=O)c2c(C)c(C(=O)N(C)C)sc21	105.0	-0.3
CCOc1ccc(S(=O)(=O)N(C)CC(=O)NC2CCCCC2)cc1C	100.0	-0.5

Assay outcomes (PubChem)

The list is partial; rates above refer to the full screens.
